High-throughput results deposited in PubChem by National Center for Advancing Translational Sciences (NCATS).
Pf Dd2 inh: inhibitors of Plasmodium falciparum Dd2 growth. AID 1347417. Potency, µM (titrated, usually from 28.9 µM), without a hit: at the highest dose activity, negative = inhibition, hits mostly inhibitors. 120,000 tested, 4.3% active. P. falciparum Dd2 growth, SYBR Green, 72 h; active = well fitted inhibition curve with a large enough effect; inconclusive = small, poorly fitted or top-dose-only effect; inactive = no such curve, though single readings can be large or run the other way;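 note: plate controls were DMSO vehicle for no effect and reference drug for full effect; nearly all actives have a fitted effect of over 65% in size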
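Infected erythrocytes (Dd2, 0.3% parasitemia, 2.5% hematocrit final) are added to compound in RPMI-1640/Albumax II medium, grown 72 h at 37C in low oxygen, then lysed with saponin/Triton-X containing SYBR Green and read by fluorescence.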
Numbers without * were called inactive; i = inactive; ? = inconclusive; [ ] = dose if it differs, or a comment. Potency is the fitted concentration of half-maximal effect.

Structure | Pf Dd2 inh
CCCCOc1ccc(C(=O)Nc2cc(-c3ccc(C)cc3)no2)cc1 | -22%
CC(C)(C)c1ccc(C(=O)Nc2nc3c(s2)C[C@@H]2[C@](C)(CO)[C@H](O)CC[C@@]2(C)[C@@H]3CC(=O)NC2CC2)cc1 | ?
COc1ccc(N2CCN(C(=O)c3noc(-c4ccc(C)cc4)n3)CC2)cc1 | i
CSc1cccc(NC(=O)CN2C(=O)COc3ccc(Cl)cc32)c1 | ?
CCOc1ccc(CCNC(=O)c2cc(C)nc3c2c(C)nn3-c2cccc(F)c2)cc1 | 1%
CCCS(=O)(=O)c1nc(S(=O)(=O)c2ccc(C)cc2)c(NCCCOC(C)C)s1 | ?
COc1ccc(OC)c(NC(=O)C2Cn3cccc3C(=O)N2C)c1 (stereo not given) | i
COc1ccc(CN2CC3(C2)NC(=O)c2ccccc2O3)cc1 | -6%[44.1 µM]
COc1ccc(CCNC(=O)CCn2c(=O)c3ccccc3n(Cc3ccccc3)c2=O)cc1OC | i
CCCN(c1ccc(C(C)C)cc1)S(=O)(=O)c1ccc2c(c1)oc(=O)n2CC(=O)OCC | ?
Cn1cc(CC(=O)N2CCCc3ncc(C(=O)NCc4ccccc4)cc32)c2ccccc21 | ?
O=C(CN1CC2CC(C1)[C@H]1CCCC(=O)N1C2)NCc1ccc(F)cc1F (stereo not given in full) | -17%
COc1cccc(-c2nc3c(C#N)c[nH]n3c2NC2CCCCC2)c1 | -13%
COc1cccc(CN2CCc3nc(Nc4ccc5c(c4)OCCO5)ncc3C2)c1 | -20%
CC1CCN(S(=O)(=O)c2cc(C(=O)Nc3ccc(Br)cc3F)n(C)c2)CC1 | -9%
CCN1C(=O)CCN(C(=O)c2cccc(C#N)c2)CC12CCOCC2 | 6%
CN1CCC(N2CC[C@H](c3nc4ccc(C(F)(F)F)cc4[nH]3)C2)CC1 | ?
CCn1cnnc1CC1CCN(C(=O)C2CC2)CC1 | ?
Cc1cnc(CC2CCN(S(=O)(=O)Cc3ccccc3)C2)n1C(C)C (stereo not given) | 4.5µM*
CN(Cc1ccccc1C(F)(F)F)C(=O)Cc1ccccn1 | ?
CCc1nc(-c2ccccc2)n2cc[nH]c(=O)c12 | i
Cn1cccc1C(=O)N1CCCCC1c1nc(-c2cnccn2)n[nH]1 (stereo not given) | -4%
CC(C)c1ccc([S+](=O)([O-])c2nnn3c2nc(N2CCC(F)CC2)c2ccccc23)cc1 | -28%
C[C@@H](NC(=O)c1cccnc1)c1c(-c2ccc(F)cc2)noc1C(=O)O | ?
COCCC1(N(C)C)CCN(C(=O)C2CC2)CC1 | 9%
COc1cc(OC)c(NC(=O)CCNS(=O)(=O)c2ccc3c(c2)oc(=O)n3C)cc1Cl | 4%
CN(CCc1noc(C2CC2)n1)C(=O)[C@H]1CNC[C@@H](C(=O)N2CCCC2)C1 | -4%
COCCOCC(=O)N1CCC2(CC1)CC(N(Cc1ccc(F)cc1)C1CC1)CCO2 (stereo not given) | ?
CC(C)c1noc(-c2cccn3c(CNC(=O)c4c(F)cccc4Cl)nnc23)n1 | i
CC(=O)N1CCN(C(=O)c2ccccc2N2CCOCC2)CC(O)C1 (stereo not given) | -2%
CCOc1ccc(CC(=O)NCCc2csc(-c3ccc(C)cc3)n2)cc1 | 10µM*
O=C1[C@@H]2C[C@@H](CN2C(=O)c2ccno2)Oc2ccccc2N1Cc1ccc(OC(F)(F)F)cc1 | ?
CCc1ccccc1NC(=O)c1cc(S(=O)(=O)N2CCc3ccccc32)ccc1F | ?
C=CCN1CCN(C(=O)CCc2nc(C3CCCN3C(=O)NCC)no2)CC1 (stereo not given) | -1%
COc1cccc(NC(=O)c2cc3c(N(C)Cc4ccccc4)nc(C)cn3n2)c1 | ?
Cc1ccc(C2Cn3nnc(C(=O)N4CCC(C(=O)NC(C)C)CC4)c3CO2)cc1 (stereo not given) | i

The final 3 entries of the part above come first, to join the parts.
Structure | Pf Dd2 inh
C=CCN1CCN(C(=O)CCc2nc(C3CCCN3C(=O)NCC)no2)CC1 (stereo not given) | -1%
COc1cccc(NC(=O)c2cc3c(N(C)Cc4ccccc4)nc(C)cn3n2)c1 | ?
Cc1ccc(C2Cn3nnc(C(=O)N4CCC(C(=O)NC(C)C)CC4)c3CO2)cc1 (stereo not given) | i
O=C1N(Cc2ccccc2)C[C@H]2CN(Cc3cccs3)CCN12 | -28%[44.1 µM]
COC[C@@H]1CN(C(=O)c2occc2C)C[C@H]1c1nc(C)no1 | -4%
Cc1nn2c(c1-c1cccnc1N1CCOCC1)N(Cc1ccc3c(c1)CCO3)CCC2 | -16%[44.1 µM]
N#Cc1ccc(S(=O)(=O)N2C[C@@H](Oc3cccnc3)C[C@H]2C(=O)N2CCCC2)cc1 | 36%[activator]
Cc1nc(-c2ccc(F)cc2)cc([C@H]2CN3CC[C@H]2C[C@@H]3CNS(=O)(=O)Cc2ccccc2)n1 | i
O=C1CCC(C(=O)N2CCN(c3ccncc3)CC(O)C2)=NN1 (stereo not given) | -7%
Cc1ccc(CNC(=O)N2CCCN(C)c3ccccc32)cc1 | -1%
CCOC(=O)c1c(C)[nH]c(C)c1S(=O)(=O)N1CCN(c2cc(Cl)ccc2C)CC1 | ?
CCCS(=O)(=O)Nc1ccc(=O)n2c1[C@@H]1C[C@@H](CN(S(=O)(=O)c3ccccc3)C1)C2 | ?
CCc1nc(-c2c3n(c(=O)n(CC(=O)NCc4ccc(C)cc4)c2=O)CCCC3)no1 | ?
CC(=O)N1CCCC1c1nc(C2CN(S(=O)(=O)c3c(C)noc3C)C2)no1 (stereo not given) | -11%
COc1ccccc1-c1nc(SCC(=O)c2ccc(Cl)cc2)n[nH]1 | 1%
CCOCCNc1ncnc2c1CN(c1ccc(C)cc1)C(=O)CN2C | 13%
COc1ccc(CN2CCC3(CC2)CN[S+](=O)([O-])c2ccccc2N3)cc1 | ?
O=C(c1ccsc1)N1CC(c2noc(C3CCCN3CC3CC3)n2)C1 (stereo not given) | ?
CCOc1ccc(Nc2cc(C(=O)NCc3ccccc3Cl)c3ccccc3n2)cc1 | 7%
CCN1CCCC12Cc1ccccc1CN(C(=O)Cc1ccccc1)C2 (stereo not given) | ?
CCCCSc1nc(N)cc(N2CCCC(OCc3cccnc3)C2)n1 (stereo not given) | -14%
O=C(c1ccc(C(F)(F)F)cc1)N1CCn2c(nn(-c3ccc(Cl)cc3)c2=O)C1 | 57%[activator]
COCCN1CCCCC(CC(=O)Nc2ccc(N3CCOCC3)cc2)C1=O (stereo not given) | 23%
CN1C(=O)c2cccn2CC1C(=O)NCc1ccco1 (stereo not given) | -5%
CCOc1ccccc1Nc1nnc(-c2cc3cc(Cl)ccc3oc2=O)s1 | 1%
O=C(N1CCCCC1)N1CCN(c2cc(Cl)ncn2)C(=O)C1 | ?
CN1CC2(CCN(C(=O)c3cccc(C#N)c3)CC2)CC1C(=O)N1CCOCC1 (stereo not given) | 21%
Cc1cccc(OCCc2noc(C3CCCCN3C(=O)c3ccccn3)n2)c1 (stereo not given) | i
CN(C)C(=O)c1n[nH]c2c1CN(C(=O)c1ccc(Br)cc1)CC2 | i
O=C1Nc2ccccc2CC12CCCN2Cc1cccnc1 (stereo not given) | -9%[44.1 µM]
Cc1cc(NC(=O)C(C)C)cc(-c2nc3ncccc3o2)c1O | 29%
Cc1ccc(C)c(NC(=O)Cn2c(=O)n(CCCS(=O)(=O)C3CCCCC3)c(=O)c3ccccc32)c1 | 10%
COc1ccc(CC(=O)N2CCC3(CC2)CC(O)CCO3)cc1Cl (stereo not given) | -21%
COCCc1ccc(OCc2ccccc2-c2cc(C)n[nH]c2=O)cc1 | -4%
COc1ccccc1N1CCN(C(=O)C2CCN(S(=O)(=O)c3cccc4nonc34)CC2)CC1 | 6%
Cc1ncccc1C(=O)N1CCC2(CCN(Cc3ccccn3)CC2)C(CO)C1 (stereo not given) | 17%
CN(C)c1ccc(CN2CCC(c3nc4ccncc4[nH]3)C2)cc1 (stereo not given) | -18%[44.1 µM]
CN(C)c1ccc(-c2nnc([C@H]3CCN(CC4CCCCC4)C3)o2)cc1 | ?
O=C(C1CCOCC1)N1CC(CO)C2(CCNCC2)C1 (stereo not given) | 17%
CCCc1noc(-c2ccn3c(CNC(=O)c4cc(Cl)ccc4F)nnc3c2)n1 | -11%
COc1ccccc1CC(=O)NCCn1ccn2nc(-c3ccc(C)c(C)c3)cc2c1=O | ?
Cc1ncsc1C(=O)N1CCC2(CC1)OC(=O)N(Cc1ccccc1F)C2(C)c1ccccc1 (stereo not given) | ?
CN1C(=O)C(CC(=O)N2CCCC2)Sc2ncccc21 (stereo not given) | i
COc1ccc(C)cc1NC(=O)C1N(C(C)C)C(=O)C12CCCC2 (stereo not given) | -21%
COC(=O)[C@H]1CN(C(=O)NC(C)C)CCN1C(=O)c1cccnc1 | 10%[44.1 µM]
CC1CCCCN1CCCNC(=O)Cn1ncc2c3ccccc3n(C)c2c1=O (stereo not given) | i
COc1ccc(-c2ccc(NS(=O)(=O)c3ccccc3)cc2)nn1 | -2%
CCNC(=O)N1CCCC1c1noc(CCC(=O)NCC2CCCCC2)n1 (stereo not given) | -23%
Cc1oc2c(c1C(=O)Nc1ccc(OC(F)(F)F)cc1)C1=NCCN1C=N2 | -22%
CCOC(=O)c1c(NC(=O)CSc2cn(CCNC(=O)c3ccc(OC)cc3)c3ccccc23)sc2c1CCCC2 | ?
O=C(c1ccc(N2CC3CC(C2)[C@H]2CCCC(=O)N2C3)nc1)N1CC=C(c2ccccc2)CC1 (stereo not given in full) | i

Next section (six carried over from the part before).
Structure | Pf Dd2 inh
CC1CCCCN1CCCNC(=O)Cn1ncc2c3ccccc3n(C)c2c1=O (stereo not given) | i
COc1ccc(-c2ccc(NS(=O)(=O)c3ccccc3)cc2)nn1 | -2%
CCNC(=O)N1CCCC1c1noc(CCC(=O)NCC2CCCCC2)n1 (stereo not given) | -23%
Cc1oc2c(c1C(=O)Nc1ccc(OC(F)(F)F)cc1)C1=NCCN1C=N2 | -22%
CCOC(=O)c1c(NC(=O)CSc2cn(CCNC(=O)c3ccc(OC)cc3)c3ccccc23)sc2c1CCCC2 | ?
O=C(c1ccc(N2CC3CC(C2)[C@H]2CCCC(=O)N2C3)nc1)N1CC=C(c2ccccc2)CC1 (stereo not given in full) | i
Cc1ncc2c(c1CNC(=O)c1ccc3n[nH]nc3c1)CCNC2 | 0%
COCCNC(=O)[C@H]1C[C@H](Oc2ccccc2)CN1S(=O)(=O)c1cccc(OC)c1 | -8%
N#Cc1c(-n2ncnc2-c2ccc(Br)cc2)sc2c1CCCCC2 | 102%[activator]
CCC(C)(C)C(=O)N1CC2CC(C1)[C@H]1CCCC(=O)N1C2 (stereo not given in full) | 5%
O=C(CSc1n[nH]c(-c2ccccc2)n1)N1CCN(c2ccccc2F)CC1 | -1%
O=C1NCc2ccccc2CC12CCN(CCc1ccccc1)CC2 | ?
CCC[C@H]1CN(CCS(C)(=O)=O)C[C@@H]1NC(=O)C1CCOCC1 | -3%
CCCN(Cc1cccc(OC)c1)C(=O)C(c1cccnc1)N1CCOCC1 (stereo not given) | 7%
COc1ccc(NC(=O)CSc2nnc(NC(=O)NC3CCCCC3)s2)cc1OC | ?
CCC(=O)Nc1ccc(C2(C(=O)N(C)C)CCC2)cc1 | 3%
COc1ccc(-c2nnc3n2CCN(C(=O)C2CCCC2)C3)cc1 | -18%[44.1 µM]
CCOc1ccccc1N1CCN(C(=O)[C@H]2CCC[C@H]2NC(=O)c2ccncc2)CC1 | i
CC(=O)N1CCC(N2C[C@@H](CO)[C@H](NC(=O)c3ccccc3)C2)CC1 | 26%
CCOCCCN(Cc1ccco1)C(=O)c1cc2c(s1)-c1c(C)cccc1OC2 | -2%
Cc1noc(C)c1S(=O)(=O)N1CCC2(CC1)CCC(O)(CN(C)C)CC2 | -18%
COc1ccc(-c2nnc(SCC(=O)Oc3cc(C)ccc3C)o2)cc1 | 26%
CCCNC(=O)N1CCCCCCNC(=O)[C@@H]2CCC[C@@H]21 | i
CCOc1cc(CNCCSc2nnnn2C)ccc1OCc1ccc(Cl)cc1Cl | ?
Cc1cc(C(=O)C(=O)Nc2nncs2)c(C)n1-c1ccc(Cl)cc1 | 3%
O=C(c1ccc2c(c1)OCO2)N1CCC2(CC1)NC(=O)N(c1ccc(F)cc1)N2 | 8%
CCC1=C(C(=O)OC)C(c2cccc(C)c2)N2C(CC(=O)N3CCCCC3C)=CSC2=N1 (stereo not given) | ?
O=C(Nc1cccc(Cl)c1)C1CCCN(c2nc3ncccc3o2)C1 (stereo not given) | -15%
Cc1ccsc1C(=O)N1CCOc2ccc(CN3CCc4ccccc4C3)cc2C1 | 7.9µM*
Cc1cc(N)c(-n2cc3c(c2-c2ccc(Br)cc2)c(=O)n(C)c(=O)n3C)cc1C | -18%
CCOC(=O)C1=CN(CC(=O)Nc2cccc(C)c2)S(=O)(=O)N=C1C | 11%
COC(=O)CSCc1nc(-c2ccc(C(=O)OC)cc2)oc1C | 21%
CCCCN1C(=O)c2[nH]nc(-c3ccccc3O)c2C1c1cccc(OCc2ccccc2)c1 (stereo not given) | 3.2µM*
O=C(Cc1ccccc1)N1CC(Oc2ccc(-c3nc(-c4ccccc4)no3)cc2)C1 | -15%[5.79 µM]
O=C(NCCc1csc(-c2ccc(C(F)(F)F)cc2)n1)c1ccc(F)c(F)c1 | 6%
O=S(=O)(NCCc1ccccc1)c1ccc(N2CCCCS2(=O)=O)cc1 | 14%
COc1cc(CNC(=O)[C@@H]2C[C@@H](c3cccc(C(F)(F)F)c3)N(C)C2)cc(OC)c1 | ?

A portion of the library (hit frequency here may not be typical).
